Screening data: PubChem, NMMLSC
VLA-4 antagonist: blocks LDV-FITC ligand binding to Mn2+-activated human VLA-4 integrin. Jurkat cells, LDV-FITC binding with Mn2+, flow cytometry; 100% = Mn2+-driven binding gain fully reversed. actives 0.2% (n = 24,000). inhibition, % at 10 µM (by protocol);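 active = inhibition above 50%; inconclusive = compound itself fluorescent, judged against control cell fluorescence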;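 also: 0% = Mn2+ stimulated cells lacking compound and 100% = ligand binding without Mn2+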
Target sequence (P13612 whole entry, looked up): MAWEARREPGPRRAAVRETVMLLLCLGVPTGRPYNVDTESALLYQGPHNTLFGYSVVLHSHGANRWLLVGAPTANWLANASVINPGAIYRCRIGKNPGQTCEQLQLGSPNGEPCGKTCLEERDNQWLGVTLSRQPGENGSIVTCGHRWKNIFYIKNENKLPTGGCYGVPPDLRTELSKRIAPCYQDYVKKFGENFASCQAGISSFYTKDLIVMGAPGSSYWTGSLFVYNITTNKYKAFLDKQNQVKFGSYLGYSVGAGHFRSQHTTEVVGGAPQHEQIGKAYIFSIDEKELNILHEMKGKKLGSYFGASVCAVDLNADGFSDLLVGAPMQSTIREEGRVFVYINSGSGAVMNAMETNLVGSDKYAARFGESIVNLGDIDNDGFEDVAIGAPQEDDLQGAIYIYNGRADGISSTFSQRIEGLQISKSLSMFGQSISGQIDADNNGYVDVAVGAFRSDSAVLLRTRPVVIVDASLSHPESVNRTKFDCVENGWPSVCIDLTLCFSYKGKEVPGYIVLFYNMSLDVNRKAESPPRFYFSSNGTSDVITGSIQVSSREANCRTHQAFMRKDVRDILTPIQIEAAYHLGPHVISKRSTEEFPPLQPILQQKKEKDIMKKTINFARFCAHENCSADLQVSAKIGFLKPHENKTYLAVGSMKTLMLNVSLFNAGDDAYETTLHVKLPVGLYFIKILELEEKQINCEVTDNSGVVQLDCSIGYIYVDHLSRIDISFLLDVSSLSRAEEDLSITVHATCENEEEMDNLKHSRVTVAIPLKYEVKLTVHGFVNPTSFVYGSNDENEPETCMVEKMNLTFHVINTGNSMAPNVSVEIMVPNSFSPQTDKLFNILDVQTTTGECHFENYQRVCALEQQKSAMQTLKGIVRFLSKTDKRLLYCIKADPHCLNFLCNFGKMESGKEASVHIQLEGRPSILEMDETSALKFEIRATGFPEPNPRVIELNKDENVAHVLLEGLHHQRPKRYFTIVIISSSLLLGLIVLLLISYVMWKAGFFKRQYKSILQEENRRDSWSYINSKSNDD
Jurkat autofluor: autofluorescence counter-screen for VLA-4 integrin assays. Jurkat cells, compound autofluorescence, flow cytometry; active compounds read high; 1 = vehicle-only cell background. fluorescence ratio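 (tested at 10 µM compound in the well)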. actives 0.61% (n = 24,000). AID 576;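 active = fluorescence ratio above 2.44, which is 1 plus 3 SD of all ratios; inconclusive = signal too bright to measure linearly, ratio around 10 or more; inactive = fluorescence ratio below 2.44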;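 also: green fluorescence of cells measured with 488 nm excitation and 530 nm emission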
LNCaP diff act: LNCaP prostate cell differentiation activation; flow cytometry side scatter, 4 d; actives 0.56% (n = 24,000); side scatter shift, % at 10 µM;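 active = side scatter shift above 30%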;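 also: androgen-responsive LNCaP prostate cancer cells in charcoal-stripped serum medium; percent of cells past a gate set so DMSO wells show 10% shift; higher shift means more granular cells and more differentiation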
VLA-4 allo ag: allosterically activates the human VLA-4 integrin. P13612. Jurkat cells, LDV-FITC binding, flow cytometry. activation, % at 10 µM (by protocol). 24,000 tested, under 10 active;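 active = fluorescent ligand binding to cells raised by more than 40% of the manganese-induced maximum; inconclusive = compound's own fluorescence above 85% of the ligand control signal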;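 also: 0% = ligand binding without compound and 100% = manganese-stimulated maximal binding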
Starred values were filed as active, the others as inactive. A portion of the library; rates above refer to the full screens.

How did COc1ccc(C2CC(=O)C(C=NCCCN3CCOCC3)=C(O)C2)cc1 (configuration not stated) do in these assays?
VLA-4 antagonist: -8; Jurkat autofluor: 1.1; LNCaP diff act: 6; VLA-4 allo ag: -8

What do the screens show for `CC1(C)N=C(N)N=C(N)N1c1ccc(F)cc1F`?
VLA-4 antagonist: -12; Jurkat autofluor: 1; LNCaP diff act: 6; VLA-4 allo ag: 0

Results for Cn1c(C(=O)O)c(CC(=O)Nc2ccc3c(c2)OCCO3)c2ccccc21 ?
VLA-4 antagonist: inconclusive; Jurkat autofluor: 1; LNCaP diff act: 13; VLA-4 allo ag: inconclusive

Results for CCOC(=O)c1[nH]nc(-c2c(O)cc(C)cc2O)c1-c1csc(C)n1 ?
VLA-4 antagonist: 0; Jurkat autofluor: 1.1; LNCaP diff act: 12; VLA-4 allo ag: 2

How did COc1ccc(OC)c(-c2cc(C(=O)Nc3c(C)n(C)n(-c4ccccc4)c3=O)no2)c1 do in these assays?
VLA-4 antagonist: 11; Jurkat autofluor: 0.98; LNCaP diff act: 0; VLA-4 allo ag: 1

How did c1ccc(C2COC(c3cccs3)=N2)cc1 (configuration not stated) do in these assays?
VLA-4 antagonist: inconclusive; Jurkat autofluor: 1.2; LNCaP diff act: 9; VLA-4 allo ag: inconclusive

Results for O=C(c1cnc(N2CCN(c3ncccn3)CC2)c2ccccc12)N1CCN(c2ccccn2)CC1 ?
VLA-4 antagonist: inconclusive; Jurkat autofluor: 1.2; LNCaP diff act: 4; VLA-4 allo ag: inconclusive

What do the screens show for `Cn1c(Cn2c(=O)sc3ccccc32)nnc1SCC(=O)NCc1ccc2c(c1)OCO2`?
VLA-4 antagonist: -8; Jurkat autofluor: 1.1; LNCaP diff act: 12; VLA-4 allo ag: -3

How did c1ccc(-c2nnc(OCCN3CCOCC3)c3ccccc23)cc1 do in these assays?
VLA-4 antagonist: -1; Jurkat autofluor: 1; LNCaP diff act: 14; VLA-4 allo ag: -6

How did Cn1cccc1Cc1nnc(SCC(=O)N2CCOCC2)n1CCc1ccccc1 do in these assays?
VLA-4 antagonist: 3; Jurkat autofluor: 1.1; LNCaP diff act: 7; VLA-4 allo ag: -1

How did CCOc1ccc(N(CC(=O)Nc2cccc(OC)c2)S(=O)(=O)c2c(C)noc2C)cc1 do in these assays?
VLA-4 antagonist: 4; Jurkat autofluor: 1; LNCaP diff act: 3; VLA-4 allo ag: 0

How did CCN(C(=O)c1cc(Cl)ccc1OC)c1ccccc1 do in these assays?
VLA-4 antagonist: -22; Jurkat autofluor: 0.93; LNCaP diff act: 14; VLA-4 allo ag: 2

Results for COc1ccc(N2CCN(CCCNC(=O)CN3CCN(Cc4ccccc4C)C3=O)CC2)cc1 ?
VLA-4 antagonist: -2; Jurkat autofluor: 0.95; LNCaP diff act: 9; VLA-4 allo ag: 5

How did COc1ccccc1-c1nnc(SCC(=O)N2CC(C)CC(C)C2)o1 (configuration not stated) do in these assays?
VLA-4 antagonist: 1; Jurkat autofluor: 1.1; LNCaP diff act: 8; VLA-4 allo ag: 2

What do the screens show for `Nc1cc(OC(=O)c2cccs2)nn1S(=O)(=O)c1ccccc1`?
VLA-4 antagonist: inconclusive; Jurkat autofluor: 1; LNCaP diff act: 5; VLA-4 allo ag: inconclusive

Quoted at random: 5 entries already listed, in no set order.
How did Cn1cccc1Cc1nnc(SCC(=O)N2CCOCC2)n1CCc1ccccc1 do in these assays?
VLA-4 antagonist: 3; Jurkat autofluor: 1.1; LNCaP diff act: 7; VLA-4 allo ag: -1

Results for O=C(c1cnc(N2CCN(c3ncccn3)CC2)c2ccccc12)N1CCN(c2ccccn2)CC1 ?
VLA-4 antagonist: inconclusive; Jurkat autofluor: 1.2; LNCaP diff act: 4; VLA-4 allo ag: inconclusive

How did CCN(C(=O)c1cc(Cl)ccc1OC)c1ccccc1 do in these assays?
VLA-4 antagonist: -22; Jurkat autofluor: 0.93; LNCaP diff act: 14; VLA-4 allo ag: 2

Results for Cn1c(C(=O)O)c(CC(=O)Nc2ccc3c(c2)OCCO3)c2ccccc21 ?
VLA-4 antagonist: inconclusive; Jurkat autofluor: 1; LNCaP diff act: 13; VLA-4 allo ag: inconclusive

Results for CCOC(=O)c1[nH]nc(-c2c(O)cc(C)cc2O)c1-c1csc(C)n1 ?
VLA-4 antagonist: 0; Jurkat autofluor: 1.1; LNCaP diff act: 12; VLA-4 allo ag: 2

Continuation.
What do the screens show for `COc1ccc(NC(=O)CSc2nc3c(c(=O)n2-c2ccccc2OC)SCC3)cc1`?
VLA-4 antagonist: -8; Jurkat autofluor: 1.1; LNCaP diff act: 3; VLA-4 allo ag: -3

How did O=C(CSc1nc2ccccc2[nH]1)N1CCCCC1 do in these assays?
VLA-4 antagonist: 0; Jurkat autofluor: 1; LNCaP diff act: 13; VLA-4 allo ag: -2

What do the screens show for `Cc1ccc(N(Cc2ccco2)C(=O)c2cccc(S(=O)(=O)N(C)C)c2)cc1`?
VLA-4 antagonist: -13; Jurkat autofluor: 1; LNCaP diff act: 6; VLA-4 allo ag: 4

How did O=C(CSc1ncnc2c1oc1ccccc12)Nc1ccccc1C(F)(F)F do in these assays?
VLA-4 antagonist: 3; Jurkat autofluor: 1.1; LNCaP diff act: 4; VLA-4 allo ag: -1

What do the screens show for `Cc1cccc(-n2cnc3cc(C(=O)N4CCCCC4)ccc32)c1`?
VLA-4 antagonist: 7; Jurkat autofluor: 1; LNCaP diff act: 8; VLA-4 allo ag: 0

Results for CC(=O)C1=C(C)N=c2s/c(=C/c3ccc4c(c3)OCO4)c(=O)n2C1c1ccc(N(C)C)cc1 (configuration not stated) ?
VLA-4 antagonist: inconclusive; Jurkat autofluor: 8.5*; LNCaP diff act: 1; VLA-4 allo ag: inconclusive

How did Cc1ccc(C2CC(c3ccccc3)n3ncnc3N2)cc1 (configuration not stated) do in these assays?
VLA-4 antagonist: 7; Jurkat autofluor: 1.1; LNCaP diff act: 4; VLA-4 allo ag: -1

How did COc1ccc(NC(=O)Nc2nnc(N3CCC(C)CC3)s2)cc1OC do in these assays?
VLA-4 antagonist: 0; Jurkat autofluor: 1; LNCaP diff act: 8; VLA-4 allo ag: 1

How did CN(CC(=O)Nc1cccnc1)S(=O)(=O)c1cc(Cl)ccc1Cl do in these assays?
VLA-4 antagonist: -14; Jurkat autofluor: 1.1; LNCaP diff act: 10; VLA-4 allo ag: 2

Results for COc1cccc(/C=N/n2c(-c3ccco3)nc3ccccc3c2=O)c1 ?
VLA-4 antagonist: -1; Jurkat autofluor: 1; LNCaP diff act: 24; VLA-4 allo ag: -4

How did Cc1cccc(N(Cc2nnc3n2CCCCC3)C(=O)Nc2ccccc2)c1 do in these assays?
VLA-4 antagonist: 22; Jurkat autofluor: 1; LNCaP diff act: 0; VLA-4 allo ag: -1

How did O=C(Cn1nnc2ccccc2c1=O)NC1CCCc2ccccc21 (configuration not stated) do in these assays?
VLA-4 antagonist: -4; Jurkat autofluor: 1; LNCaP diff act: 7; VLA-4 allo ag: -2

Results for Oc1ccc(-c2nc3ncccn3c2Nc2ccc3c(c2)OCCO3)cc1 ?
VLA-4 antagonist: -46; Jurkat autofluor: 1; LNCaP diff act: 1; VLA-4 allo ag: -1

What do the screens show for `CCC(=O)N1CCN(CCN=CC2=C(O)CC(C)(C)CC2=O)CC1`?
VLA-4 antagonist: -4; Jurkat autofluor: 1; LNCaP diff act: 20; VLA-4 allo ag: 6

What do the screens show for `CCOC(=O)c1cc(C)n(-c2c(C)n(C)n(-c3ccccc3)c2=O)c1C`?
VLA-4 antagonist: -2; Jurkat autofluor: 1.1; LNCaP diff act: 7; VLA-4 allo ag: 1

What do the screens show for `O=C(OCC(=O)N1CCCC1)c1ccccc1OCc1ccccc1`?
VLA-4 antagonist: -7; Jurkat autofluor: 0.98; LNCaP diff act: 9; VLA-4 allo ag: -6

Results for COCCCNC(=O)CCc1nc2cccnc2n1Cc1ccc(OC)cc1 ?
VLA-4 antagonist: -10; Jurkat autofluor: 1; LNCaP diff act: 4; VLA-4 allo ag: 4

How did CCC(=O)N1CCc2cc(Br)cc(S(=O)(=O)CCC(=O)NCC3CCCO3)c21 (configuration not stated) do in these assays?
VLA-4 antagonist: -10; Jurkat autofluor: 1; LNCaP diff act: 19; VLA-4 allo ag: 4

Results for CCOc1ccccc1NC(=O)C1CCCN(S(=O)(=O)c2cccc3nsnc23)C1 (configuration not stated) ?
VLA-4 antagonist: inconclusive; Jurkat autofluor: 1.2; LNCaP diff act: 15; VLA-4 allo ag: inconclusive

How did CCOc1ccccc1-c1nc(-c2ccc(NC(=O)Cc3ccccc3OC)cc2)no1 do in these assays?
VLA-4 antagonist: -15; Jurkat autofluor: 1.1; LNCaP diff act: 3; VLA-4 allo ag: -6

How did CCCC1Cc2c(sc3ncnc(N)c23)CO1 (configuration not stated) do in these assays?
VLA-4 antagonist: -10; Jurkat autofluor: 1.1; LNCaP diff act: 12; VLA-4 allo ag: -4

How did COc1ccc(C(=O)NCCn2ccc3ccccc32)c(OC)c1 do in these assays?
VLA-4 antagonist: -3; Jurkat autofluor: 1.1; LNCaP diff act: 10; VLA-4 allo ag: -3

What do the screens show for `COc1ccc(C2C(C(=O)NCc3ccco3)CCC(=O)N2c2ccc(OC)cc2)cc1` (configuration not stated)?
VLA-4 antagonist: -5; Jurkat autofluor: 0.96; LNCaP diff act: 17; VLA-4 allo ag: 5

What do the screens show for `CCc1c(C)nc2cc(-c3ccc(OC)cc3)[nH]n2c1=O`?
VLA-4 antagonist: -10; Jurkat autofluor: 1.1; LNCaP diff act: 12; VLA-4 allo ag: -1

How did COC(=O)c1c(-c2cccs2)csc1NC(=O)CN1CCOCC1 do in these assays?
VLA-4 antagonist: 6; Jurkat autofluor: 1.2; LNCaP diff act: 13; VLA-4 allo ag: -6

What do the screens show for `O=S(=O)(NCc1cn2ccccc2n1)c1cc(F)ccc1F`?
VLA-4 antagonist: inconclusive; Jurkat autofluor: 1; LNCaP diff act: 7; VLA-4 allo ag: inconclusive

What do the screens show for `Cc1ccc(N2CCN(C(=O)c3ccccc3)CC2)c(C)c1`?
VLA-4 antagonist: 6; Jurkat autofluor: 1; LNCaP diff act: 9; VLA-4 allo ag: -3

What do the screens show for `CCc1ccc(-c2nc(CN3CCC(C(=O)N4CCN(c5ccccc5)CC4)CC3)c(C)o2)cc1`?
VLA-4 antagonist: inconclusive; Jurkat autofluor: 1.2; LNCaP diff act: 35*; VLA-4 allo ag: inconclusive

Results for COc1cccc(C2=NOC(C(=O)N3CCN(Cc4ccccc4)CC3)C2)c1OC (configuration not stated) ?
VLA-4 antagonist: 5; Jurkat autofluor: 0.98; LNCaP diff act: 6; VLA-4 allo ag: 1

How did CCCOCCOC(=O)c1[nH]c2c(c1C)C(=O)CC(c1cc(OC)ccc1OC)C2 (configuration not stated) do in these assays?
VLA-4 antagonist: 18; Jurkat autofluor: 1.1; LNCaP diff act: 10; VLA-4 allo ag: -12

What do the screens show for `COc1ccc(C(=O)N[C@H]2COC(C)(C)O[C@H]2c2ccccc2)cc1`?
VLA-4 antagonist: -36; Jurkat autofluor: 1.1; LNCaP diff act: 8; VLA-4 allo ag: -1

How did CC(C)(C)NC(=O)C(c1ccco1)N(C(=O)Cn1nnc(-c2ccc(F)cc2)n1)c1ccccc1F (configuration not stated) do in these assays?
VLA-4 antagonist: -7; Jurkat autofluor: 1.1; LNCaP diff act: 9; VLA-4 allo ag: -2

What do the screens show for `CC(=O)OC1(C(F)(F)F)Oc2ccccc2NC1=O` (configuration not stated)?
VLA-4 antagonist: -9; Jurkat autofluor: 1.1; LNCaP diff act: 0; VLA-4 allo ag: -1

Results for O=c1c2c3nc4ccccc4nc3n(CC3CCCO3)c2ncn1CCc1ccccc1 (configuration not stated) ?
VLA-4 antagonist: 0; Jurkat autofluor: 1.1; LNCaP diff act: 3; VLA-4 allo ag: -12

What do the screens show for `Cc1nc2nc[nH]n2c(=O)c1NC(=O)CCc1ccccc1`?
VLA-4 antagonist: -19; Jurkat autofluor: 1; LNCaP diff act: 2; VLA-4 allo ag: -6

How did CC(=O)Nc1ccc(S(=O)(=O)N2CCN(Cc3ccncc3)CC2)cc1 do in these assays?
VLA-4 antagonist: -26; Jurkat autofluor: 0.99; LNCaP diff act: 7; VLA-4 allo ag: 0

How did COc1cccc(-c2nc(CS(=O)(=O)CC(=O)Nc3c(C)cccc3C)c(C)o2)c1 do in these assays?
VLA-4 antagonist: 10; Jurkat autofluor: 0.94; LNCaP diff act: 2; VLA-4 allo ag: -4

Results for CC(=O)[C@H]1[C@H](C#N)C[C@H]2[C@@H]3CC=C4C[C@@H](O)CC[C@]4(C)[C@H]3CC[C@@]21C ?
VLA-4 antagonist: -10; Jurkat autofluor: 1; LNCaP diff act: 4; VLA-4 allo ag: 3
